SKN-1 inh: C. elegans SKN-1 inhibition; C. elegans VP596 Pgst-4::GFP/RFP ratio, acrylamide-induced, 24 h; inhibition, % at 21.8 µM; actives 0.49% (n = 360,000);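 active = interference check ratio from 0.5 to 1.5 plus GFP to RFP signal ratio inhibition reaching or exceeding a fixed threshold, cut at about 30% in these data, passing the limit was not always enough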; also: some compounds called inactive have numbers as strong as hits
Neddyl block: cullin neddylation inhibition; calls only at 25 µM; actives 0.58% (n = 360,000); P61081+Q13564; TR-FRET cullin neddylation, biochemical; in the data active = inhibition above about 36%
bovine MsrA act: bovine methionine sulfoxide reductase A activation. actives 0.3% (n = 360,000). purified bovine MsrA, absorbance read-out. activation, % at 10.6 µM. AID 602163; in the data active = activation above about 7.5%;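 also: 0% = vehicle and 100% = reference activator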
CendR NRP1 mod: modulators of CendR peptide binding to human neuropilin-1; FAM-RPARPAR peptide binding to NRP-1, fluorescence polarization; inhibition, % at 25 µM; actives 0.85% (n = 360,000);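 active = inhibition or corrected inhibition above about 18%, plus a signal ratio from 0.5 to 1.5, limit read from the data, passing the limit was not always enough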; also: strong numbers were not always called active
MsrA inhibitor: bovine MsrA inhibition | purified bovine MsrA, absorbance read-out | inhibition, % at 15.5 µM | actives 0.75% (n = 360,000) | AID 651718; in the data active = inhibition above about 4.5%;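 also: 0% = vehicle wells with enzyme and 100% = reference inhibitor wells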
E coli Lon inh: inhibits E. coli Lon protease. P0A9M0. purified E. coli Lon protease, fluorescence polarization. inhibition, % at 7.94 µM. actives 0.42% (n = 360,000). AID 602123; in the data active = inhibition above about 13%, passing the limit was not always enough;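 also: 0% = enzyme with probe and DMSO and 100% = no enzyme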
MT1-MMP act inh: inhibitors of human MT1-MMP activation. P50281. HT1080 RFP-PRO-GFP cells, GFP/RFP ratio fluorescence, overnight; percent of plate control window, DMSO zero. GFP/RFP ratio change, % at 20 µM. actives 0.061% (n = 360,000). AID 651647;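 active = GFP/RFP ratio change of at least 30% with cell ATP level not reduced by more than half and red fluorescence within 50% of control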; also: strong numbers were not always called active
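Assay system – RFP-PRO-GFP reporter HT1080 cells · Compound dosing – single dose of 20 µM compound, 1% DMSO final · Incubation – overnight compound exposure at 37 °C · Measure – GFP/RFP fluorescence ratio · Benchmarks – DMSO wells and RFP-L50D-GFP cells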
Rin1-Abl PPI inh: human Rin1-Abl interaction inhibition; inhibition, % at 7.35 µM; TR-FRET Rin1/Abl binding, biochemical; P00519+Q13671; actives 0.4% (n = 360,000); AID 588664; in the data active = inhibition above about 5%, passing the limit was not always enough
Target sequence (P00519 whole entry, looked up): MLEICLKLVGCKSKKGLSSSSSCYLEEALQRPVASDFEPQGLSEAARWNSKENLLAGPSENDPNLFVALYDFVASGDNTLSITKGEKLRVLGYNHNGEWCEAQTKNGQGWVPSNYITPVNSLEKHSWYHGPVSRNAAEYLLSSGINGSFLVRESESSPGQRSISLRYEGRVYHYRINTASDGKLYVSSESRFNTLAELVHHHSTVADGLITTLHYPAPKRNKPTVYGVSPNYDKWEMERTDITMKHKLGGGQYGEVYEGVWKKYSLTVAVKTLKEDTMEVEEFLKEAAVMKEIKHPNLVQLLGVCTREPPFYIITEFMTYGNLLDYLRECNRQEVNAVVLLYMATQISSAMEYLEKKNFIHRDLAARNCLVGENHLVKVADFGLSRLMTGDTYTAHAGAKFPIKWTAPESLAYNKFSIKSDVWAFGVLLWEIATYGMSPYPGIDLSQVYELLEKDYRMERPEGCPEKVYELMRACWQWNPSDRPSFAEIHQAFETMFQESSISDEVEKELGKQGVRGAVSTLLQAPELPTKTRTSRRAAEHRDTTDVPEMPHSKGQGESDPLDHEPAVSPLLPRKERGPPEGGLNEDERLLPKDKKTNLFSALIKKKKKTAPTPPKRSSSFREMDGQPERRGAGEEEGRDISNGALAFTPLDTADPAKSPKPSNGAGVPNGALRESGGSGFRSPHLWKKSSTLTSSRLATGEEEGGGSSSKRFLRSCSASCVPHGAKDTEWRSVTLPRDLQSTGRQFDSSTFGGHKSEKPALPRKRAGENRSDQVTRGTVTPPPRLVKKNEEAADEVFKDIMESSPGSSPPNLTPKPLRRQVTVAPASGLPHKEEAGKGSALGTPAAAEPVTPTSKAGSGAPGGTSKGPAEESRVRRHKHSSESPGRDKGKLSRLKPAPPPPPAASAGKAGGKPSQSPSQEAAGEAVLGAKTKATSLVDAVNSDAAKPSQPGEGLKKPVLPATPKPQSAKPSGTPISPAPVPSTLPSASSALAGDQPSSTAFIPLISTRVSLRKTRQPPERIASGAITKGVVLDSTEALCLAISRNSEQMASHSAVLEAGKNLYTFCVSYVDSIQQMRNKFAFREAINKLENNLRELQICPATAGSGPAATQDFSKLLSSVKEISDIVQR
Target sequence (Q13671 whole entry, looked up): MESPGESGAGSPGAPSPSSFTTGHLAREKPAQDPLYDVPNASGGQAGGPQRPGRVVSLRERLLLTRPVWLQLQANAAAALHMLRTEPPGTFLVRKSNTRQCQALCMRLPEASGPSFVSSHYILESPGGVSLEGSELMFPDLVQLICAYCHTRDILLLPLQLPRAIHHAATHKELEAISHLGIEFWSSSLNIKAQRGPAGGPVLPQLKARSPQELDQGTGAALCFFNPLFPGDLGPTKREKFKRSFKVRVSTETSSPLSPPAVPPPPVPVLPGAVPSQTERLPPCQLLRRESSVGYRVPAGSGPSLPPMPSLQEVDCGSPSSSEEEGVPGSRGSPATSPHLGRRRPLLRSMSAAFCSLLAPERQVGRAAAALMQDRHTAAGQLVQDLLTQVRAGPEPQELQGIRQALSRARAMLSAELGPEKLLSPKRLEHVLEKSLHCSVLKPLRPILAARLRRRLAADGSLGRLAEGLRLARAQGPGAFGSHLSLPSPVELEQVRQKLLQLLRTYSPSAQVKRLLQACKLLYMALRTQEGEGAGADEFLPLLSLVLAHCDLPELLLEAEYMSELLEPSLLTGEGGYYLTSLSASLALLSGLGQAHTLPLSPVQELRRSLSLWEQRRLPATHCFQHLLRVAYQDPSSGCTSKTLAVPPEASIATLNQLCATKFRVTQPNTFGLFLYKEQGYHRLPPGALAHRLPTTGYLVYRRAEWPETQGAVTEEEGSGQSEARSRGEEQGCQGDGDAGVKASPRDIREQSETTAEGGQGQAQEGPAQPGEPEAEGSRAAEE
FAS-TE inh: FAS thioesterase (human) inhibition; P49327; recombinant FAS-TE, OMFH fluorogenic substrate, fluorescence endpoint; inhibition, % at 15 µM; actives 0.67% (n = 360,000); AID 602261;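 active = compounds whose normalised, plate-corrected inhibition of enzyme fluorescence in the single-dose primary screen is 50% or more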;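 also: 0% = DMSO with enzyme and 100% = substrate without enzyme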
* = called active by the depositor; i = inactive; · = not tested or not shown.

No.	molecule	CendR NRP1 mod	SKN-1 inh	E coli Lon inh	Neddyl block	bovine MsrA act	MsrA inhibitor	Rin1-Abl PPI inh	FAS-TE inh	MT1-MMP act inh
1	Cc1ccc(C(=O)N(CC(=O)NC2CCCC2)c2ccccc2Cl)s1	6.6	-12.6	-7.6	i	-2.7	-0.5	-1.0	-1.6	0.2
2	Cc1ccc(S(=O)(=O)N(C)CC(=O)N2CCN(Cc3ccccc3)CC2)cc1	2.7	8.7	-12.2	i	-8.1	0.6	-5.4	-7.2	0.0
3	O=C(OCC(=O)c1ccccc1Br)c1ccccn1	-3.9	-9.3	-0.2	i	1.6	1.0	-0.5	-3.5	-1.5
4	Cc1cc(OCC(=O)N[C@@H](Cc2c[nH]c3ccccc23)C(=O)O)c2c(C)c(C)c(=O)oc2c1	-10.2	3.8	-5.4	i	-1.9	2.1	-0.2	-6.3	3.7
5	NS(=O)(=O)c1ccc(CCNCc2cc(Br)ccc2OCc2ccccc2)cc1	-12.1	9.3	-8.6	i	-0.5	-0.1	3.1	-0.1	-2.1
6	COc1ccc(-c2noc(N3CCC(C(=O)Nc4ccc(OC)c(OC)c4)CC3)n2)cc1	-7.7	0.5	-1.6	i	-10.3	-0.2	1.6	-9.7	5.5
7	N#Cc1ccc(N2Cc3ccccc3/C2=N/C(=O)Nc2ccc(Cl)cc2)cc1	-12.7	8.3	-1.1	·	-3.7	1.7	1.0	9.3	-3.1
8	CC1CN(C(=O)c2cc(S(=O)(=O)N(C)c3ccc(F)cc3)ccc2Cl)CC(C)O1 (configuration not stated)	-8.3	14.5	-6.2	i	-1.6	-1.2	1.3	2.4	-6.5
9	COc1cc2cc(NC(C)=O)cc(NCc3ccccc3)c2cc1OC	-7.1	2.3	-36.5	i	-1.7	1.0	-4.5	-0.2	-1.3
10	CCC(=O)Nc1c(C)n[nH]c1C	0.6	-5.4	-3.4	i	-5.4	0.2	0.2	-6.3	8.1
11	O=C(O)c1cnc(-c2ccccc2)nc1Sc1ccc(Cl)cc1Cl	-52.6	19.1	7.3	i	-0.8	1.6	0.7	28.4	3.3
12	CCOc1ccc(-n2c(=O)c3c4c(sc3n(CC(=O)NCCCOC)c2=O)CCCCC4)cc1	8.9	2.6	-5.5	i	-1.9	1.6	-2.1	1.0	-0.2
13	Cc1oc(-c2ccc3c(c2)OCCO3)cc1C(=O)O	-8.9	0.5	-5.7	i	0.6	1.0	0.3	-3.5	-0.7
14	COC(=O)c1ccc(N2C(c3cc(OC)cc(OC)c3)=Cc3ccc(OC)cc3C2CC(=O)c2ccco2)cc1 (configuration not stated)	-1.3	9.3	-1.5	i	-10.1	3.0	·	34.6	0.8
15	O=C(CCC(=O)c1cccs1)NC1CCCCCC1	-12.2	10.6	3.1	i	-1.0	1.7	0.4	-0.1	1.1
16	Cc1ccc2nc(-c3cccc(Br)c3)c(Cc3ccccn3)n2c1	-10.4	14.9	-0.7	i	-0.5	-0.3	0.5	-6.9	-5.0
17	Cc1ccc(S(=O)(=O)N2CCN(c3ccccc3)CC2)c(C)c1	-0.1	-5.9	-6.2	i	-10.8	-0.1	1.2	31.0	0.2
18	CCOc1ccccc1Nc1cc(C)nc2ccccc12	-10.5	10.0	-10.3	i	-8.0	1.8	-3.2	-10.1	9.9
19	CCN(C(=O)CSc1nnc(Cn2nnc3ccccc32)o1)c1nc(-c2ccccc2)cs1	-15.7	-8.2	1.9	i	-3.1	-0.3	2.3	19.3	-13.2
20	CC1(C(=O)NS(=O)(=O)c2ccccc2Cl)CCN1C(=O)Cc1cccs1 (configuration not stated)	11.4	5.5	-5.3	i	-0.4	0.7	2.2	-8.4	6.3
21	CCOC(=O)NNC(=O)c1ccc(Cl)cc1	-11.5	21.6	3.5	i	-1.5	-0.6	2.1	-4.6	-5.7
22	COc1ccc(Cl)cc1Nc1nc(C)nc2c1oc1ccccc12	-23.0	20.3	0.5	i	2.6	1.4	-0.6	14.1	-1.1
23	COc1cccc(CNC(=O)Cn2nc(-c3ccc(Cl)cc3)ccc2=O)c1	-3.4	3.0	-0.2	i	3.1	3.6	-3.0	15.2	-5.8
24	Cc1ccc(S(=O)(=O)NCCc2nnc(SCc3cccnc3)n2C)cc1	-6.4	20.7	-9.7	i	-3.1	0.5	0.3	-4.8	-2.0
25	O=C(NCCCN1CCOCC1)c1c(-c2ccccc2)sc2ccccc12	-9.4	6.2	3.0	i	-0.8	0.8	-2.7	-11.4	1.8
26	O=C(CSc1nnnn1-c1ccccc1)N1CCNC1=O	1.0	6.0	-1.4	i	-14.1	0.3	2.9	-3.8	2.6
27	COc1ccc(/C(O)=C2/C(=O)C(=O)N(CCN3CCOCC3)C2c2ccccn2)cc1 (configuration not stated)	2.4	-13.5	-6.5	i	-11.8	0.0	1.3	-14.3	1.3
28	CC(C)(CC(=O)N1CCN(c2ccc(Cl)cc2)CC1)CC1=NS(=O)(=O)c2ccccc2N1	12.4	9.0	3.5	i	-5.2	-1.7	6.3	21.2	2.5
29	COc1ccccc1-n1cc(-c2ccc(Cl)cc2)[nH]c1=O	0.3	-2.5	-0.8	i	-9.1	0.3	3.5	-10.3	-2.2
30	CC[C@@]1(C(=O)OC)N[C@H](CN(C)C(=O)Nc2ccccc2)[C@@H]2C(=O)N(Cc3ccccc3)C(=O)[C@@H]21	6.9	-5.9	2.0	i	-1.6	0.7	0.5	-6.9	0.2
31	COCCCNc1ncnc2c1nc1n2CCCC1	7.9	29.4	0.5	i	-2.5	-1.2	-3.6	-0.4	1.3
32	Cn1nc(C(C)(C)C)cc1N1C(=O)CCC1(C)C(=O)Nc1ccc2c(c1)OCCO2 (configuration not stated)	-4.3	5.8	-5.0	i	-2.3	-0.5	-1.4	-12.6	5.3
33	O=S1(=O)CC(N2CC=CC2)CN1Cc1cn(Cc2ccc(F)cc2)nn1 (configuration not stated)	-13.7	11.6	-5.4	i	-1.7	0.6	·	-12.2	2.4
34	CCN(CC(=O)Nc1c(F)cccc1F)C(=O)CCCN1C(=O)c2ccccc2C1=O	2.1	-0.1	-10.6	i	-9.2	0.6	-4.6	-4.0	-6.1
35	COc1cc(/C=N/NC(=O)CN(Cc2ccco2)S(=O)(=O)c2ccccc2)ccc1O	-8.2	6.7	5.9	i	-4.5	0.7	-5.0	-6.5	3.5
36	COC(=O)c1ccccc1NC(=O)C1CCN(C(=O)c2ccc(OC)cc2)CC1	-2.4	-16.5	-10.4	i	-0.7	1.4	1.0	-5.0	2.1
37	COc1ccc(Cl)cc1NC(=O)CC(C)=O	14.8	-11.3	-13.7	i	0.4	-0.7	-0.6	-5.8	0.1
38	O=C(CN1CCN(S(=O)(=O)c2cccc(Br)c2)CC1)N1CCCCC1	-3.1	-18.4	-1.9	i	-4.5	0.8	6.5	-3.6	-2.0
39	Fc1ccccc1OCCCCn1cncn1	-7.6	-18.2	3.9	i	-0.6	0.0	-0.9	-4.4	-1.4
40	Cc1ccc(-n2cc(CN3CCC(O)(c4ccccn4)CC3)c(-c3ccc(F)cc3)n2)cc1	-5.2	-0.5	-8.7	i	-7.4	-0.3	1.5	7.4	-0.7
41	COc1ccc(C2=NOC(C(=O)NCc3cccnc3)C2)cc1OC (configuration not stated)	-1.2	16.7	1.3	i	-3.4	-0.2	2.5	-2.6	-1.8
42	CSc1nnnn1-c1ccc(C(=O)OCC(=O)N2CCOCC2)cc1	1.0	1.3	-2.8	i	-3.2	-0.2	-1.2	-6.3	-2.6
43	Cc1cccc(NC(=O)CN(C)S(=O)(=O)c2ccccc2)n1	4.7	4.3	-8.3	i	-0.1	-0.8	2.3	-3.9	0.0
44	OCc1cccc(-c2csc(C(O)(c3ccccc3)C(F)(F)F)n2)c1 (configuration not stated)	11.5	35.0*	-3.9	i	-2.1	0.3	1.8	7.4	1.3
45	Cc1ccc(S(=O)(=O)N2CCN(C3CC4CCC3C4)CC2)cc1 (configuration not stated)	0.4	2.5	0.0	i	-3.0	-0.7	4.5	5.3	1.5
46	CCOC(=O)C1(CCCc2ccccc2)CCN(C(=O)c2cncs2)CC1	0.5	-0.1	9.1	i	-0.8	-0.2	-1.4	8.7	-10.5
47	COc1ccccc1NS(=O)(=O)c1cccc(C(=O)NCC(c2ccco2)N2CCCCC2)c1 (configuration not stated)	6.8	12.1	2.2	i	-7.2	0.3	-2.4	-4.8	4.3
48	CCOC(=O)c1ccc(NC(=O)CCc2nnc3ccc(N4CCN(C)CC4)nn23)cc1	0.1	11.1	7.3	i	-5.9	1.6	-0.5	-1.5	-1.9

An excerpt from above in order of number of heavy atoms, smallest number first:
No.	molecule	CendR NRP1 mod	SKN-1 inh	E coli Lon inh	Neddyl block	bovine MsrA act	MsrA inhibitor	Rin1-Abl PPI inh	FAS-TE inh	MT1-MMP act inh
41	COc1ccc(C2=NOC(C(=O)NCc3cccnc3)C2)cc1OC (configuration not stated)	-1.2	16.7	1.3	i	-3.4	-0.2	2.5	-2.6	-1.8
46	CCOC(=O)C1(CCCc2ccccc2)CCN(C(=O)c2cncs2)CC1	0.5	-0.1	9.1	i	-0.8	-0.2	-1.4	8.7	-10.5
47	COc1ccccc1NS(=O)(=O)c1cccc(C(=O)NCC(c2ccco2)N2CCCCC2)c1 (configuration not stated)	6.8	12.1	2.2	i	-7.2	0.3	-2.4	-4.8	4.3

Other results:
No.	molecule	CendR NRP1 mod	SKN-1 inh	E coli Lon inh	Neddyl block	bovine MsrA act	MsrA inhibitor	Rin1-Abl PPI inh	FAS-TE inh	MT1-MMP act inh
49	CC(C)CCN1CCN(CCCc2ccccc2)CC1CCO (configuration not stated)	-0.2	-5.6	-5.8	i	-3.6	0.1	1.9	-4.0	-1.7
50	OC(COc1ccc2cc(Br)ccc2c1)Cn1ccnc1 (configuration not stated)	20.9	-6.0	4.1	i	-1.8	-1.4	-3.5	-3.5	2.1
51	CCOC(=O)C1=CCN(S(=O)(=O)c2ccc(F)cc2)C1c1ccc(Br)cc1 (configuration not stated)	7.2	12.2	-9.6	i	-2.3	-0.4	0.9	16.1	4.6
52	COc1cccc(CN(C)C(=O)CC[C@H]2O[C@@H](n3cnc4c(NC(=O)c5ccccc5)ncnc43)[C@H](O)[C@@H]2O)c1	0.8	10.8	-3.3	i	-1.9	-0.6	-0.9	-3.9	1.8
53	CC(=O)c1c(C(C)=O)c(C)n(-c2nc(-c3ccc(C)c(C)c3)c(C)s2)c1C	-0.1	-0.9	-3.5	i	-2.0	-0.7	-2.2	8.6	-6.6
54	CCOc1ccc(-n2ccnc2SCC(=O)Nc2nnc(CC)s2)cc1	5.0	-14.9	-1.7	i	-12.3	-1.7	3.7	-4.8	3.4

Rewritten with one line to a screen: part of the list above.
54: CCOc1ccc(-n2ccnc2SCC(=O)Nc2nnc(CC)s2)cc1
50: OC(COc1ccc2cc(Br)ccc2c1)Cn1ccnc1 (configuration not stated)
Screen / compound no.,54,50
CendR NRP1 mod,5.0,20.9
SKN-1 inh,-14.9,-6.0
E coli Lon inh,-1.7,4.1
Neddyl block,i,i
bovine MsrA act,-12.3,-1.8
MsrA inhibitor,-1.7,-1.4
Rin1-Abl PPI inh,3.7,-3.5
FAS-TE inh,-4.8,-3.5
MT1-MMP act inh,3.4,2.1

Bioassay records as filed in PubChem.
